12-LOX inh: Primary qHTS assay for inhibitors of human arachidonate 12S-lipoxygenase (ALOX12): Round 2; purified 12hLO, xylenol orange hydroperoxide absorbance; Potency, µM (highest dose often 108 µM), for inactives: top-dose activity change, negative = inhibition, usual class: inhibitors; 1.1% of 580,000 active; AID 1671190, 2021; active = well fitted inhibition curve with a large enough effect; inconclusive = small, poorly fitted or top-dose-only effect, or another doubt; inactive = no such curve, though single readings can be large or run the other way
Target sequence (P18054 whole entry, looked up): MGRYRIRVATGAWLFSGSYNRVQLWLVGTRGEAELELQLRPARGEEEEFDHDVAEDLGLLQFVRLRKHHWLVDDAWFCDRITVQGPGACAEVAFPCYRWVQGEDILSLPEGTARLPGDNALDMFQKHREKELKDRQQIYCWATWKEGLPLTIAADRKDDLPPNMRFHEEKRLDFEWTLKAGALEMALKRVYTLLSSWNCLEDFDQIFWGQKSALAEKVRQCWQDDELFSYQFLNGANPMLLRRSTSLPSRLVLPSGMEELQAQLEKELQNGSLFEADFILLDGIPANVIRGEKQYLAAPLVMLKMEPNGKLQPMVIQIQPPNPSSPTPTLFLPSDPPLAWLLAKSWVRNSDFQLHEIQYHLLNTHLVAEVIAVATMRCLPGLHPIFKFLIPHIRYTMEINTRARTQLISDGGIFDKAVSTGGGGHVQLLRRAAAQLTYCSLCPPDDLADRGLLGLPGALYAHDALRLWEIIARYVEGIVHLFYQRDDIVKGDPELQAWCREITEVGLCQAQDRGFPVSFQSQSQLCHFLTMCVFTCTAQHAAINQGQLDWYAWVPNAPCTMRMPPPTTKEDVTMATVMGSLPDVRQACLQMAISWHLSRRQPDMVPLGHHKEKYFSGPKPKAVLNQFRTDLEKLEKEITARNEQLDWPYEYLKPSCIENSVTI
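Purified human 12hLO (150 nM final) in 25 mM Hepes, 0.01% Triton X-100, pH 7.0 was preincubated 15 min at room temperature with compound. Then 40 uM arachidonic acid was added, 30 min. Hydroperoxide was read by Fe-XO absorbance ratio 573/405 nm.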
* hit, by the source's call; ? = inconclusive; [ ] = another dose, or the depositor's remark. % is set by controls: 0 for no effect and ±100 for the full control effect; potency is the fitted concentration of half-maximal effect. A portion of the library, so the mix of outcomes need not match the whole.

#	smiles	12-LOX inh
1	CCCCn1nnnc1C(c1cc2ccccc2o1)N(C)Cc1ccc(Cl)cc1 (configuration not stated)	0%
2	COCCNC(=O)CC[C@]12CC[C@](C)(O)C[C@H]1C(C)(C)C[C@@H]2NCc1ccc(CO)o1	3%
3	O=C(c1cccc(OC2CN(C3CCCCCC3)C2)c1)N1CCOCC1	41%[activator]
4	COc1ccc(-c2nnc3n2CCN(C(=O)c2ccccc2C)C3)cc1	4%
5	C/C(=N/NC(=O)c1ccc(Cl)cc1)C1CC1	23%
6	CN(C)CC1(O)CCCN(Cc2cc3ccccc3n2C)C1 (configuration not stated)	33%[activator]
7	COCc1ncc(C)n1C1CCCN(C(=O)c2ccn(C)n2)C1 (configuration not stated)	27%
8	CCCCC(=O)N1C[C@@H](CO)[C@H](c2nc(C)no2)C1	58%[activator]
9	CCn1nc(C)c(NC(=O)c2cc3sccc3n2Cc2ccccc2)c1C	37%[activator]
10	CC(C)(CNC(=O)NC1CCCC1)C(N)=O	16%
11	O=C1NCCCCCCN(C(=O)c2ccoc2)[C@H]2C[C@H](C(=O)N3CCc4ccccc4C3)C[C@@H]12	20%
12	Cc1cn(CCNC(=O)c2cn(C3CCC(N)CC3)nn2)nn1 (configuration not stated)	42%[activator]
13	O=C(c1cc(CN2CCC(Cc3ccccc3)CC2)on1)N1CCN2CCCC2C1 (configuration not stated)	27%
14	C[C@@H]1COc2cccc(NCCCN3CCOCC3)c2S(=O)(=O)N1	?
15	CN(C)S(=O)(=O)N(CC(=O)Nc1c(F)cccc1F)c1ccccc1	-5%
16	Fc1cccc(Nc2nc(NC3CCCC3)nc3c2cnn3-c2ccccc2)c1	?
17	N#Cc1ccc(C(=O)N2CCN(C(=O)c3nnn4c3COC(c3ccc(Cl)cc3)C4)CC2)cc1 (configuration not stated)	6%
18	O=C(NC1CC1)c1cc(-c2ccccc2F)cc2c1OCCN2Cc1cccnc1	-1%[176 µM]
19	COCC(=O)N1CCN(c2nc3ncccc3o2)CC1	12%[176 µM]
20	CCNC(=O)[C@@H]1C[C@H](NC(=O)c2ccc(CO)o2)CN1Cc1nccs1	8%
21	COc1ccccc1NC(=O)CSCc1cc(=O)c2ccccc2[nH]1	3%
22	CC1(C)OC[C@@H](COC(=O)CCc2ccc(OC[C@@H](O)CNCCNC(=O)N3CCOCC3)cc2)O1	?
23	Cn1c(SCCC(=O)Nc2sccc2C#N)nnc1-c1ccccc1F	19%
24	O=C1c2[nH]nc(-c3ccccc3)c2C(c2ccc(F)cc2)N1Cc1ccccc1 (configuration not stated)	?
25	CN(C)C(=O)c1ccc(-c2ccc(Br)cc2)s1	4%
26	Cc1ccc(C)c(C(=O)OCC(=O)NC2CCCC2)c1	12%
27	O=C(c1ccncc1)N1CCC2(CC1)CN(c1ccccn1)C2	?
28	O=[N+]([O-])c1cccc2ccc(/C=C/c3ccc(OC(F)F)cc3)nc12	-3%
29	O=C(CCc1cccs1)N(CC1CCOC1)C1CC1 (configuration not stated)	13%
30	O=C(CN1C(=O)C2(CCNCC2)Nc2ccccc21)NC1CCCCCC1	8%
31	C#CCN1CCN(CC(=O)Nc2cccc(F)c2)CC1	-16%
32	Cc1cc(OCC(=O)Nc2ccc(C(=O)OC(C)C)cc2)cc(C)c1Cl	-1%
33	Cc1cnc(C2CC2)n1C1CCCN(C(=O)C(C)C)C1 (configuration not stated)	29%
34	COc1cccc(CCNC(=O)C(=O)NCc2n[nH]c(=O)c3ccccc23)c1	-41%
35	O=C1Cc2c(-c3cccc(C(F)(F)F)c3)n[nH]c2CN1Cc1ccccc1	-6%[176 µM]
36	CN(CC1CCOCC1)C(=O)CC1CCCCC1	54%[activator]
37	Cc1ccc(CNC(=O)Cn2c(CO)cnc2SCC(=O)Nc2c(C)cc(C)cc2C)cc1	?
38	COc1ccc(C(=O)N2CCc3ccc(C(=O)Nc4ccc5c(c4)OCCO5)cc32)cc1	31%[activator]
39	COc1ccc(CN2C(=O)CSCC2(C)C(=O)Nc2c(C)cccc2C)cc1 (configuration not stated)	-1%
40	CCc1ccc2c(c1)-c1ccccc1S(=O)(=O)N2CC(=O)N1CCCCCC1	?
41	O=C(NCc1ccccc1)N1CCCC(c2nccn2CC2CCC2)C1 (configuration not stated)	37%[activator]
42	CCc1ccc(NS(=O)(=O)c2ccc(NC(C)=O)c(OC)c2)cc1	?
43	Cn1c(=O)c2c(nc(N3CCCCC3)n2Cc2ccccc2Br)n(C)c1=O	2%
44	O=[N+]([O-])c1ccc(C(c2ccccc2)c2cccc3ccccc23)cc1 (configuration not stated)	-1%
45	O=C(NCc1ccc(F)cc1)N1CCC(c2noc(-c3cnccn3)n2)C1 (configuration not stated)	-24%
46	c1ccc(-n2nnnc2CSc2nnc(N3CCOCC3)n2-c2ccccc2)cc1	-4%
47	COc1cccc(CNC(=O)[C@@]23CCCC[C@H]2N(CCc2ccccc2)C(=O)CC3)c1	15%
48	CC(C)N1C(=O)C2(CCCC2)C1C(=O)NCCCN1CCc2ccccc2C1 (configuration not stated)	20%
49	CC(NC(N)=O)C(=O)O (configuration not stated)	-11%
50	Cc1cnc(C(=O)N(C)C2CCc3nn(CC4CC4)c(=O)n3CC2)cn1 (configuration not stated)	54%[activator]
51	COc1ccc(-c2cc(N3CCC(NC(=O)c4ccccc4F)CC3)n[nH]2)cc1	59%[activator]
52	COc1ccc(NC(=O)CSc2nc(Cl)nc3nc[nH]c23)cc1	8%
53	CCCn1c(C)cc(C(=O)CSc2nnc(COc3ccccc3Cl)n2C)c1C	10%
54	Fc1ccc(-c2nnn(Cc3coc(-c4ccccc4)n3)n2)cc1	5%
55	O=C(COC(=O)c1cc2ccccc2cc1O)Nc1ccc(F)cc1	5%
56	O=C1Nc2ccccc2CC12CCN2Cc1ccc(F)cc1 (configuration not stated)	17%[176 µM]
57	CCOCCn1c(Br)nc2c1c(=O)[nH]c(=O)n2C	32%
58	COC(=O)C1CN(C2CCCC2)CCS(=O)(=O)N1Cc1cn(Cc2ccc(OC)cc2)nn1 (configuration not stated)	26%
59	COCCNC(=O)C1COC2(CCN(C(=O)c3ccc(OC)cc3)CC2)N1C(=O)c1ccc(C)cc1 (configuration not stated)	-4%
60	CCCc1c(C(=O)NC(C)C)nnn1-c1ccc(C)cc1	2%

The list goes on:
#	smiles	12-LOX inh
61	Clc1cc(NCCc2ccccn2)n2nccc2n1	42%[activator][176 µM]
62	c1ccc(CCN2CCNc3cc(NCc4cccnc4)ncc3C2)cc1	15%[176 µM]
63	Cn1c(=O)c2c(nc(SCC(N)=O)n2Cc2ccc(Cl)cc2)n(C)c1=O	?
64	Fc1ccc2nc(CO[C@H]3CN(CC4CC4)C[C@H]3F)[nH]c2c1	41%[activator][176 µM]
65	CCOCCOC1CCN(C(=O)Nc2ccccc2F)CC1	51%[activator]
66	Cc1nn(CC(=O)Nc2ccc(C(C)C)cc2)c(=O)c2cccn12	-4%
67	O=C(c1cc(-c2ccc(Cl)cc2Cl)c2cccn2n1)N1CCCC1	?
68	COc1nc2ccccc2cc1-c1noc(-c2ccccc2)n1	-2%
69	CCCCc1nn(CC(=O)N2CCCC2c2nc(C3CC3)no2)c(=O)n1CC (configuration not stated)	27%
70	Cc1ccc(N(Cc2cccs2)C(=O)c2cccc(C)c2)cc1	1%
71	O=C1CCCCCC1Sc1nccc(C(F)(F)F)n1 (configuration not stated)	-47%
72	CCN1CCC2(Cc3ccccc3CN(C(=O)C3CCCC3)C2)C1 (configuration not stated)	1%[6.33 µM]
73	COC1CCCN(c2ncnc3c2CCN(C(=O)c2ccoc2)CC3)C1 (configuration not stated)	-9%
74	CCn1c(CCNC(=O)c2ccccc2F)nnc1SCC(=O)N1CCN(c2ccccc2)CC1	-24%
75	COCC(C)NS(=O)(=O)c1ccc(C)cc1C (configuration not stated)	9%
76	CC(C)c1c(C(=O)NCCN2CCOCC2)cnn1-c1nccc(-c2ccco2)n1	14%
77	CN(Cc1ccc2c(c1)OCO2)C(=O)c1cccc(OCc2ccccc2)c1	7%
78	CC(C)CCn1cnc2c1c(=O)n(CC(=O)Nc1ccc(F)c(F)c1)c(=O)n2Cc1ccccc1	?
79	O=C([C@@H]1C[C@H](Oc2ccccc2)CN1C(=O)Cc1cccc(F)c1)N1CCOCC1	11%
80	COc1ccc(C(=O)CSc2nnc(-c3cc4cc(Cl)ccc4o3)n2C)cc1	0%

Random excerpt: two entries already listed
#	smiles	12-LOX inh
67	O=C(c1cc(-c2ccc(Cl)cc2Cl)c2cccn2n1)N1CCCC1	?
80	COc1ccc(C(=O)CSc2nnc(-c3cc4cc(Cl)ccc4o3)n2C)cc1	0%

The listing continues:
#	smiles	12-LOX inh
81	COc1ccccc1C1CC(c2ccc(Br)cc2)=NN1CN1C(=O)C(=O)c2ccccc21 (configuration not stated)	-17%
82	COCCCN1CC2(CCN(C(=O)CCCc3cccs3)CC2)CC1=O	35%
83	COc1cccc(CCC(=O)NCCC2CCN(C(=O)Nc3ccc(F)cc3F)CC2)c1	8%
84	CCCCCNC(=O)Cc1c[nH]c2ccccc12	8%
85	Clc1ccccc1CNC[C@H]1Cn2cc(-c3ccccc3)nc2CO1	76%[activator][176 µM]
86	CN(C)C(=O)CN1CCCN(Cc2nc3ccccc3o2)CC1	-2%
87	N#CC1(C(=O)Nc2ccc(Br)cc2)CCCC1	?
88	COC(=O)c1cccc(-c2nccn2CC(O)c2ccccc2)c1 (configuration not stated)	20%
89	Fc1ccccc1-c1cc2c(ccn2Cc2ccncc2)c(N2CCOCC2)n1	-28%[176 µM]
90	COc1cc(/C=C/C(=O)c2cc3ccccc3o2)ccc1OC(C)C	?
91	CC(=O)NC1C(=O)N(CCOc2ccccc2)c2ccccc21 (configuration not stated)	17%
92	Cc1cccc(C(=O)N(Cc2ccco2)C2CC2)c1	17%
93	OCCOCCn1cnc(-c2ccccc2)c1-c1ccccc1Cn1cccn1	13%
94	COc1ccc(-c2cc3nc4c(c(=O)n3[nH]2)CCN(C(=O)c2ccccc2C)C4)cc1	37%[activator]
95	COCCNc1ncnc2ccc(-c3cccc(OC)c3)cc12	?
96	N#Cc1cccc(C(=O)NC2CCN(C(=O)N3CC4CC(C3)[C@H]3CCCC(=O)N3C4)CC2)c1 (some centres not stated)	25%
97	COc1cncc(Nc2cnc3ccc(N(C)Cc4ccc(F)cc4)nn23)c1	26%[176 µM]
98	Cc1cc(Oc2cccc(Cl)c2C#N)ccc1Cl	-16%
99	COc1ccc(OC(=O)c2ccc(OC)c(Br)c2)cc1	0%
100	CC(C)(C)c1noc(-c2nnn3c2COC(c2ccc(Cl)cc2)C3)n1 (configuration not stated)	32%[activator]
101	COc1ccc(-n2c(CNC(=O)c3cc(C(F)(F)F)ccc3Cl)nnc2SC)cc1	7%
102	c1ccc(C2(c3nc(C4CCOC4)no3)CCCCC2)cc1 (configuration not stated)	56%[activator]
103	CCNc1nc(-c2cc(C)n(-c3cc(C)on3)c2C)cs1	?
104	O=C1Cc2c(-c3cccc(CO)c3)n[nH]c2CN1Cc1ccccc1F	7%[176 µM]
105	Cc1occc1-c1nnc(SC(C(=O)NCc2ccccc2)C(C)C)o1 (configuration not stated)	6%
106	CCC(CC)NC(=O)/C=C/c1ccc(OC)cc1	-45%
107	COc1ccc(C2Cn3nnc(-c4noc(-c5cccc(N(C)C)c5)n4)c3CO2)cc1 (configuration not stated)	29%
108	O=S(=O)(c1cccc2ccccc12)N1CCN(c2ccc(F)cc2)CC1	-11%
109	O=C(NCc1ccccc1)c1ccc(CN2C(=O)NC3(CCS(=O)(=O)CC3)C2=O)cc1	?
110	O=C(NCc1ccccc1F)Nc1ccc2oc(C3CC3)nc2c1	-4%
111	COc1cc(-c2nc3ccccc3s2)ccc1OC(C)C	-2%
112	COc1cc(/C=C/C(=O)C2C(=O)C=C(C)OC2=O)cc(Cl)c1OC(F)F (configuration not stated)	14µM*
113	O=C(NCc1cccnc1)[C@@H]1C[C@@H](O)CN1C1CCN(C(=O)c2n[nH]c3ccccc23)CC1	1%
114	Cc1ccc(C)c(-n2nnc(-c3nc(-c4ccccc4F)no3)c2C)c1	-5%
115	O=C(CN(CC(=O)NCCO)C(=O)C(=O)N(CC(=O)NCCO)CC(=O)NCCO)NCCO	8%
116	Cc1ccc(-c2cc(C(=O)OCC(=O)NCC(C)C)c3ccccc3n2)o1	?
117	CCC(c1cccs1)N1C(=O)[C@H]2CN(S(=O)(=O)c3cccnc3)C[C@H]2C1=O (some centres not stated)	18%
118	CC(C)N1CCOC[C@H]1c1ncc(-c2ccc(F)cc2)[nH]1	24%[176 µM]

Filtered by structure, the entries above containing an NH in an aromatic ring (13)
#	smiles	12-LOX inh
21	COc1ccccc1NC(=O)CSCc1cc(=O)c2ccccc2[nH]1	3%
24	O=C1c2[nH]nc(-c3ccccc3)c2C(c2ccc(F)cc2)N1Cc1ccccc1 (configuration not stated)	?
34	COc1cccc(CCNC(=O)C(=O)NCc2n[nH]c(=O)c3ccccc23)c1	-41%
35	O=C1Cc2c(-c3cccc(C(F)(F)F)c3)n[nH]c2CN1Cc1ccccc1	-6%[176 µM]
51	COc1ccc(-c2cc(N3CCC(NC(=O)c4ccccc4F)CC3)n[nH]2)cc1	59%[activator]
52	COc1ccc(NC(=O)CSc2nc(Cl)nc3nc[nH]c23)cc1	8%
57	CCOCCn1c(Br)nc2c1c(=O)[nH]c(=O)n2C	32%
64	Fc1ccc2nc(CO[C@H]3CN(CC4CC4)C[C@H]3F)[nH]c2c1	41%[activator][176 µM]
84	CCCCCNC(=O)Cc1c[nH]c2ccccc12	8%
94	COc1ccc(-c2cc3nc4c(c(=O)n3[nH]2)CCN(C(=O)c2ccccc2C)C4)cc1	37%[activator]
104	O=C1Cc2c(-c3cccc(CO)c3)n[nH]c2CN1Cc1ccccc1F	7%[176 µM]
113	O=C(NCc1cccnc1)[C@@H]1C[C@@H](O)CN1C1CCN(C(=O)c2n[nH]c3ccccc23)CC1	1%
118	CC(C)N1CCOC[C@H]1c1ncc(-c2ccc(F)cc2)[nH]1	24%[176 µM]

Taken from above.
In 12-LOX inh, no. 84 reads 8%
In 12-LOX inh, no. 41 reads 37%[activator]

High-throughput results as filed in PubChem.
